Tau fil binding: tau filament binding; AID 596; Potency, µM (top dose mostly 57.1 µM), without a hit: top-dose activity change, negative = inhibition; P10636; 2% of 71,000 active; recombinant tau filaments, thioflavin S fluorescence, 15 h; filaments grown with octadecylsulfate alongside compound;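 note: potency is the fitted concentration of half-maximal effect; % is set by controls: 0 for no effect and ±100 for the full control effect; actives lower thioflavin S fluorescence by blocking filaments or displacing dye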
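Assay mix: 1 uM His-tagged tau, 30 uM sodium octadecylsulfate, thioflavine S dye in HEPES/NaCl/DTT buffer. Compound is added prior to the inducer. Fluorescence after 15 h at 37 C.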
Caspase-1 inhib: caspase-1 (human) inhibition, allosteric or competitive; P29466; 0.03% of 75,000 active; Potency, µM (doses to about 57.5 µM), for the others: at the highest dose activity change, negative = inhibition, most hits filed as inhibitors; Caspase-1 enzyme, Ac-WEHD-AFC fluorogenic rate;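 note: potency is the fitted concentration of half-maximal effect; plate controls were vehicle for no effect and no substrate for full effect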
Target sequence (P29466 120-297 limits assumed): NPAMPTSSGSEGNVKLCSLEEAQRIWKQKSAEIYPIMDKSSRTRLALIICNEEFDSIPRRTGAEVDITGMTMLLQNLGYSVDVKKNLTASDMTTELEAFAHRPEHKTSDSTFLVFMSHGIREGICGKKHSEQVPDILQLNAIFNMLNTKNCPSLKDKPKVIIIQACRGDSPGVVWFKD
Target sequence (P29466 317-404 limits assumed): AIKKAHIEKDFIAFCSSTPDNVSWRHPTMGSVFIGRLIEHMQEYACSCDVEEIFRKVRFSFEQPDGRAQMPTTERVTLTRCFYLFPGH
HEK293 cAMP ctrl: parental HEK293 cAMP activation (counter-screen); parental HEK293 CNG cAMP sensor, membrane potential fluorescence; 2.5% of 73,000 active; Potency, µM (doses to about 57.1 µM), inactives show at the top dose activation, actives largely listed as activators; note: potency is the fitted concentration of half-maximal effect; % of control where 0% means no effect; nearly all actives have a fitted effect of over 55% in size
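Parental HEK 293 cells stably expressing a modified CNG channel (no TSHR) report cAMP rise as membrane depolarization. Membrane potential dye with 100 uM RO 20-1724 was loaded for 60 min at room temperature, then compound added for 30 min; fluorescence read at 590 nm.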
Fluorescein autfl: fluorescein region autofluorescence; Compound autofluorescence, 480/540 nm, fluorescein-equivalent; hits give high values; max fluorescein-equivalent concentration, M; 0.91% of 59,000 active; AID 593; in the data active = max fluorescein-equivalent concentration above about 10 nM; inconclusive = between about 1.1 nM and that limit
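First, buffer (100 mM Tris, pH 8.0) dispensed; second, compounds and fluorescein standards pinned in; third, 15 min room-temperature incubation; finally, imaging at ex 480 nm/em 540 nm. Fluorescence normalized against the six-point fluorescein curve.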
ERK AVP block: blocks ERK signaling stimulated by vasopressin. AID 995. HEK293-V1b, vasopressin-stimulated pERK AlphaScreen. Potency, µM (titrated, usually from 57.5 µM), inactives show top-dose activity, negative = inhibition, hits mostly inhibitors. 0.99% of 72,000 active; note: potency is the fitted concentration of half-maximal effect; % is set by controls: 0 for no effect and ±100 for the full control effect; nearly all actives have a fitted effect of over 55% in size
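HEK293 cells stably expressing V1b receptor, seeded overnight in 1% FBS, were treated with compounds for 30 min at 37C, then stimulated 5 min with 25 nM vasopressin; phospho-ERK read by AlphaScreen SureFire after lysis.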
Luciferase inh: inhibitors of firefly luciferase; P08659; purified firefly luciferase, luminescence, 8 min; Potency, µM (top dose mostly 57.1 µM), without a hit: at the top dose activity change, negative = inhibition, hits mostly inhibitors; 2.2% of 72,000 active; note: potency is the fitted concentration of half-maximal effect; % is set by controls: 0 for no effect and ±100 for the full control effect; nearly all actives have a fitted effect of over 40% in size
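Firefly luciferase (PKLight detection mix) with 10 uM ATP in pH 7.2 imidazole buffer (KCl, MgCl2, Tween 20, BSA). Compounds tested across a concentration series (qHTS). Luminescence read after 8 min at ambient temperature.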
Texas Red fluor: compounds fluorescent in Texas Red spectral region | max dye-equivalent concentration, M | 0.06% of 59,000 active | Compound fluorescence, Texas Red channel, 547/618 nm; hits give high values; in the data active = max dye-equivalent concentration above about 10 nM; inconclusive = between about 1.1 nM and that limit
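Compound titrations in 100 mM Tris pH 8.0 were incubated 15 min at room temperature and read at 547 nm excitation / 618 nm emission. Texas Red six-point standard curve on each plate converted fluorescence to dye-equivalent concentration.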
Caspase-7 inhib: caspase-7 (human) inhibition, allosteric or competitive | P55210 | recombinant caspase-7, Ac-DEVD-AFC fluorescence rate | Potency, µM (highest dose often 57.5 µM), for the others: at the top dose activity change, negative = inhibition, usual class: inhibitors | 0.02% of 75,000 active | AID 889; active = well fitted inhibition curve with a large enough effect in the main read-out, with a control signal flat, not every such curve was filed as active; inconclusive = small, poorly fitted or top-dose-only effect, or a change in a side signal; note: potency is the fitted concentration of half-maximal effect; % of control where 0% means no effect
Target sequence (P55210 24-198 limits assumed): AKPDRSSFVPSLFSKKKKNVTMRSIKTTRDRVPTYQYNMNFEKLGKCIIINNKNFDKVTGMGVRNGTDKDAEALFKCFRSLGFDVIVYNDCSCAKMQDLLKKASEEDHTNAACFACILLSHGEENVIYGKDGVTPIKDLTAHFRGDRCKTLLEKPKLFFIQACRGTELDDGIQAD
Target sequence (P55210 207-303 limits assumed): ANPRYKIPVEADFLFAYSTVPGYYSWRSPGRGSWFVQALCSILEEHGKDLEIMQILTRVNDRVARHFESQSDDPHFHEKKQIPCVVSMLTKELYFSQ
A350 fluor: A350 region autofluorescence; Compound autofluorescence, 340/450 nm, Alexa 350 dye-equivalents; hits give high values; max dye-equivalent concentration, M; 11% of 59,000 active; in the data active = max dye-equivalent concentration above about 10 nM; inconclusive = mostly about 1.1 nM to 9.6 nM
4MU fluor: compounds fluorescent in 4-MU spectral region | compound autofluorescence, 340/450 nm, 4-MU equivalents; hits give high values | max dye-equivalent concentration, M | 11% of 59,000 active | AID 589; in the data active = max dye-equivalent concentration above about 10 nM; inconclusive = mostly about 1.1 nM to 9.6 nM
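Compounds in 100 mM Tris, pH 8.0, sat 15 min at room temperature before fluorescence was read at 340 nm excitation/450 nm emission; a per-plate six-point 4-MU standard curve converted signals to dye-equivalent concentration at each compound concentration.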
Rhodamine autofl: compound fluoresces in the rhodamine spectral region | 0.05% of 59,000 active | Rhodamine-region fluorescence, 547/598 nm, Tris buffer; hits give high values | max dye-equivalent concentration, M; in the data active = max dye-equivalent concentration above about 11 nM; inconclusive = between about 1.1 nM and that limit
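Compound fluorescence in 100 mM Tris, pH 8.0, read after 15 min at room temperature with 547 nm excitation and 598 nm emission. Output is dye-equivalent concentration from an on-plate rhodamine standard series.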
* = called active by the depositor; i = inactive; ? = inconclusive; / = not tested or not shown; [ ] = remark or other dose. Unless noted, calls come from the whole dose curve; as a rule, active = well fitted curve in the direction sought with a large enough effect; inconclusive = small, poorly fitted or top-dose-only effect, or another doubt; inactive = no such curve, though single readings can be large; an effect the other way counts as inactive or inconclusive. A portion of the library, so the mix of outcomes need not match the whole.

mol	Luciferase inh	Rhodamine autofl	HEK293 cAMP ctrl	Tau fil binding	Caspase-7 inhib	Fluorescein autfl	ERK AVP block	Texas Red fluor	Caspase-1 inhib	A350 fluor	4MU fluor
N#Cc1ccc(Cn2c(=O)c(C#N)c3n(c2=O)CCC3)cc1	5%	i	5%	12%	1%	?	-10%	?	-1%	i	i
CCC(C)c1ccc(NC(=O)C2CC2)cc1 (stereo not given)	-23%	/	17%	4%	1%	/	-1%	/	0%	/	/
COc1ccc(N(C)S(=O)(=O)c2c(C)[nH]c(=O)[nH]c2=O)c(OC)c1	1%	i	6%	-11%	1%	i	7%	i	0%	i	i
CCc1ccc(NC(=O)CS(=O)CC(=O)Nc2ccc(F)cc2F)cc1 (stereo not given)	5%	i	-10%	21%	-1%	i	1%	i	-1%	i	i
COCC(=O)N1CCC2(CCCN(C(=O)Nc3cccc(F)c3)C2)CC1	0%[11.4 µM]	i	5%	-4%	-1%	?	1%	i	0%	i	i
O=C(Nc1ccc(F)cc1)c1ccc(S(=O)(=O)NCC2CCCO2)cc1 (stereo not given)	-1%	i	3.2µM*	6%	-1%	?	-9%	i	2%	i	i
COc1ccc(CCNC(=O)CN(C2CCCCC2)S(C)(=O)=O)cc1	0%	i	0%	-1%	0%	?	-6%	?	3%	i	i
CCCOc1ccc(C(=O)N2CCCC2)cc1OC	1%	i	3%	-2%	2%	i	2%	i	2%	i	i
O=C(Cn1nnc(-c2ccc(CN3CCOCC3)cc2)n1)NC1CCCCC1	-9%	i	1%	0%	0%	?	-12%	?	4%	i	i
COc1ccc(COC(=O)N/N=C2/C[C@@H](O)[C@@H](O)[C@@H]3[C@@H]4C(=O)N(C(C)(C)C)C(=O)[C@H]4CC[C@@H]23)cc1	1%[11.4 µM]	/	4%[11.4 µM]	/	0%[11.5 µM]	/	2%[11.5 µM]	/	-1%[11.5 µM]	/	/
CCCCSc1nc2c(cnn2-c2ccc(F)cc2)c(=O)[nH]1	0%	/	3%	22%	1%	/	/	/	-2%	/	/
CCOC(=O)/C=C1\SCC(=O)N1CC(=O)Nc1ccc2c(c1)CCC2	-3%	i	9%	-21%	-2%	?	0%	i	2%	i	i
CCN(CC)CCNC(=O)C1CCC(=O)N1CCc1ccccc1 (stereo not given)	1%	i	7%	1%	0%	i	-20%	i	-1%	i	i
Cc1ccc(C(=O)OC2CCOC2=O)cc1NC(=O)c1ccco1 (stereo not given)	6%	i	4%	-5%	1%[0.00368 µM]	?	0%	i	-3%	?	i
Cc1cc(Nc2ccccc2)n(-c2nc3ccccc3[nH]2)n1	0%	i	-1%	45%	-1%	i	-2%	i	-3%	i	i
CC1CCN(C(=O)c2ccccc2NC(=O)c2cccc(S(=O)(=O)N3CCOCC3)c2)CC1	1%	i	8%	2%	0%	?	2%	i	-2%	i	i
CCN1C(=O)C2(C(C#N)=C(N)Oc3c2c(C)nn3-c2ccccc2)c2ccccc21 (stereo not given)	-1%	i	-1%	-7%	-1%	i	-9%	i	-3%	i	i
CC(OC(=O)c1ccc2ccccc2n1)C(=O)Nc1ccc(N2CCOCC2)cc1 (stereo not given)	-6%	i	9%	-8%	1%	?	3%	i	1%	i	i
CCOC(=O)N1CCC(NC(=O)c2cc(C(=O)Nc3ccc(OC)c(OC)c3)ccc2CO)CC1	-1%	i	8%	-8%	0%	i	-4%	i	-1%	1.2e-08M*	1.2e-08M*
Cc1ccc(C2C3=C(CCCC3=O)Nc3nc(SCC(=O)NCc4ccco4)[nH]c(=O)c32)cc1 (stereo not given)	0%	i	4%	11%	-6%	i	-25%	i	-6%	3.9e-07M*	3.6e-07M*
O=C(Nc1ccccc1C(=O)N1CCOCC1)C1CCC(=O)N1C1CCCC1 (stereo not given)	4%	i	5%	-5%	-1%	i	24%	i	1%	i	i
OC(COCC1COc2ccccc2O1)CN1CCN(c2ccccn2)CC1 (stereo not given)	0%	i	16%	-3%	/	?	-23%	i	-2%	?	i
Cc1cc(=O)oc2c1c(C)nn2-c1ccc(C(=O)OC(C)C)cc1	1%	/	-4%	?	-2%	/	-8%	/	-3%	/	/
CCOC(=O)C1=C(N)n2c(s/c(=C\c3cccnc3)c2=O)=C(C(=O)OC)C1c1cccnc1 (stereo not given)	1%[25.5 µM]	i	/	/	/	?	/	i	/	i	i
O=C(NCCc1ccc(Cl)cc1)C1CCN(S(=O)(=O)N2CCCC2)CC1	-1%	i	21%	2%	1%	i	-7%	i	-3%	i	i
CN(C)c1ccc(CN(C(=O)COc2ccccc2)C2CCS(=O)(=O)C2)cc1 (stereo not given)	3%	i	4%	-2%	-2%	?	-7%	i	-1%	i	i
CC(C)CCn1c(Cl)nc2c1c(=O)n(C)c(=O)n2C	3%	i	15%	3%	-1%	i	-10%	i	0%	i	i
CCOC(=O)c1c(NC(=O)c2cccs2)sc2c1CCCC2	-2%	/	1%	245%	-9%	/	39%[activator]	/	4%	/	/
CCCNC(=O)Cn1cnc2sc(C(=O)N3CCCC(C(=O)OCC)C3)c(C)c2c1=O (stereo not given)	-1%	i	?	-5%	0%	i	10%	i	0%	i	i
Brc1ccc(-c2nn3c(Cc4ccccc4)nnc3s2)o1	4%	i	?	2%	1%	i	-16%	i	1%	?	i
Nc1ccn([C@@H]2CC[C@H](CO)O2)c(=O)n1	9%[25.5 µM]	i	1%[25.6 µM]	-22%[25.6 µM]	0%[25.7 µM]	?	-8%[25.7 µM]	i	-2%[25.7 µM]	i	i
CSc1sc(C)cc1C1C(C#N)=C(N)N(c2cccnc2)C2=C1C(=O)CCC2 (stereo not given)	-2%	i	0%	-15%	-25%	?	?	i	?	?	i
COC(=O)Nc1ccc2c(c1)N(C(=O)CCN1CCN3CCCC3C1)c1ccccc1S2 (stereo not given)	-8%	i	18%	-7%	0%	i	-18%	i	-1%	i	i
COCC(C)NC(=O)c1ccc(Cl)c(Cl)c1 (stereo not given)	2%	i	3%	6%	-1%	i	-10%	i	-1%	i	i
Cc1ccc(S(=O)(=O)NCCNC(=O)CN2CCCC2)cc1	3%	i	2%	-9%	1%	i	18%	i	3%	i	i
O=C(CC12CC3CC(C1)CC(CC(=O)NC1=NCCS1)(C3)C2)NC1=NCCS1	2%	i	?	9%	0%	?	-6%	i	-2%	i	i
Cc1ccc(C2C3CN(C(C)C)CC=C3C(C#N)=C(N)C2(C#N)C#N)cc1 (stereo not given)	-3%[25.5 µM]	i	/	/	/	1e-07M*	/	i	/	4.4e-07M*	4e-07M*
Cc1ccc(-n2nnc3c(=O)n(CC(=O)NCc4ccco4)cnc32)cc1	-2%	/	5%	78%	-10%	/	/	/	-3%	/	/
COc1ccc2c(c1)OC(O)(C(F)F)CC2=O (stereo not given)	-1%	/	-5%	-20%	-1%	/	12%	/	-2%	/	/
Cc1ccc2oc(NC(=O)N3CCOCC3)cc(=O)c2c1	-30%	i	-30%	-8%	-1%	i	-14%	?	1%	?	?
CCN(CC)CCCNc1cc2n(c(=O)n1)CCc1cc(OC)c(OC)cc1-2	1%	i	3%	36%	-8%	?	-29%	i	-10%	1.3e-07M*	1.1e-07M*
CCOC(=O)c1c(NC(=O)c2ccc(Br)o2)sc2c1CCCC2	-9%	/	9%[11.4 µM]	231%[11.4 µM]	-5%	/	31%[activator]	/	-6%	/	/
Cc1cc2c(nc1C)CCCCN2C[C@H](C)O/N=C1/[C@H]2O[C@@H]2[C@@H](O)[C@H]2[C@H]1CCn1c(=O)n(-c3ccccc3)c(=O)n12	-4%[11.4 µM]	/	3%[11.4 µM]	/	-6%[11.5 µM]	/	1%[11.5 µM]	/	0%[11.5 µM]	/	/
Cc1ccc(-n2ncc(C#N)c2/N=C/N2CCCCCC2)cc1	1%	i	32µM*	-4%	-10%	i	12%	i	-1%	i	i
Cc1noc(C)c1COc1ccc(C(=O)OC(C)C(=O)Nc2ccc(N3CCOCC3)cc2)cc1 (stereo not given)	1%	i	-5%	-8%	-2%	?	-9%	i	2%	i	i
COc1cc(-c2nc(-c3cccc(C(F)(F)F)c3)no2)cc(OC)c1OC	2%	i	9%	5%	-2%	i	25%	i	-4%	?	i
N#Cc1ccccc1NC(=O)c1ccccc1OCC(=O)NCc1ccco1	4%	i	11%	-2%	-1%	i	-27%	i	-1%	i	i
CC(=O)Oc1c(S(=O)(=O)c2ccccc2)c(C)nn1C(C)(C)C	0%	i	21%	-13%	1%	?	15%	i	-2%	i	i
